TDP2 absorb = human TDP2 enzyme inhibitors, primary screen, biochemical, epi absorbance, recombinant enzyme; AID 720702, 2013; Tyrosyl-DNA phosphodiesterase 2 (Homo sapiens), O95551; T5PNP hydrolysis, p-nitrophenol absorbance 415 nm; inhibition, % at 12.8 µM; hit rate 0.34% among 370,000;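 active = inhibition above the mean of all tested compounds plus 3 SD, set per campaign, cut at about 25% in these data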;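 also: 0% = DMSO with enzyme and 100% = buffer with substrate but no TDP2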
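System: recombinant human TDP2 / Amount: 120 nM TDP2 per well / Also added: 5 mM T5PNP chromogenic substrate / Doses: 12.8 µM single point, 1% DMSO / Incubation: 2 h at 37 °C / Detection: p-Nitrophenol epi absorbance / Evaluation: % inhibition relative to enzyme-containing and enzyme-free wells / Repeats: singlicate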
PLCg1 inh = PLC-gamma1 enzyme inhibitors, primary screen, biochemical, fluorescence, purified enzyme | fluorogenic substrate | 1-phosphatidylinositol 4,5-bisphosphate phosphodiesterase gamma-1 (Homo sapiens), P19174 | AID 720700, 2013 | hit rate 0.84% among 370,000 | inhibition, % at 12.2 µM; in the data active = inhibition above about 9.5%
Tn7 DDE FP = inhibitors of Tn7 peptide binding to fibrin DD(E), primary screen, biochemical, fluorescence polarization, human fibrin, Tn7 probe. Fibrinogen beta chain (Homo sapiens), P02675. FP displacement of FITC-Tn7 peptide from fibrin DD(E); 0% = median of compound wells per plate. inhibition, % at 8.3 µM. hit rate 0.13% among 370,000. AID 720508, 2013;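 active = inhibition above the mean of compounds falling within the control limits plus 3 SD of them, cut at about 14% in these data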;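 also: 0% = plate median of compound wells and 100% = 10 µM Aha-Tn7 peptide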
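Test system – human fibrin DD(E) · Times – 10 min preincubation, 3 h with tracer, room temperature · Detection – fluorescence polarization of the labelled Tn7 tracer · Measure – percent inhibition normalized to high-control wells · Benchmarks – high control wells with 10 µM unlabelled Aha-Tn7 peptide (full inhibition) · Repeats – singlicate testing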
ASAP1 inh = inhibitors of human ASAP1 ArfGAP activity, primary screen, biochemical, fluorescence polarization. ASAP1-stimulated ARF1 GTP hydrolysis, GDP FP detection. inhibition, % at 16.5 µM. AID 624377, 2012. hit rate 0.19% among 360,000; in the data active = inhibition above about 25%;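 also: 0% = vehicle with enzyme and substrate and 100% = no enzyme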
ADAM10 inh = human ADAM10 inhibitors, primary screen, biochemical, QFRET, HTS; Disintegrin and metalloproteinase domain-containing protein 10 (Homo sapiens), O14672; recombinant ADAM10, EDANS/DABCYL FRET peptide cleavage, 3 h; inhibition, % at 7 µM; hit rate 0.62% among 370,000; AID 720582, 2013;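 active = inhibition above a per-campaign cutoff equal to the mean of compounds falling between control-based bounds plus 3 SD, cut at about 20% in these data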;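 also: 0% = DMSO wells while the 100% control is not disclosed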
ARFGAP1 inhibitor = inhibitors of rat ARFGAP1 GAP activity, primary screen, biochemical, fluorescence polarization, GDP tracer | Arfgap1-stimulated ARF1 GTP hydrolysis, GDP FP detection | AID 651572, 2012 | ADP-ribosylation factor GTPase-activating protein 1 (Rattus norvegicus), Q62848 | hit rate 0.26% among 360,000 | inhibition, % at 16.5 µM;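 active = inhibition above a per-plate limit, mean inhibition of low control wells plus 3 SD, cut at about 25% in these data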;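 also: 0% = DMSO wells with enzyme and 100% = wells lacking Arfgap1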
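Replicates: Single well per compound | Assay system: Truncated rat Arfgap1 GAP domain | Control set: No-Arfgap1 wells (100%) versus DMSO full-reaction wells (0%) | Times: Enzyme reaction 120 min at 25 °C after 20 min preincubation | Reagent: Human ARF1(Δ1-17)-GTP substrate | Measured by: Tracer-displacement fluorescence polarization with EDTA stop, 620/688 nm | Measure: Percent inhibition of Arfgap1-stimulated GTP hydrolysis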
SIAE inh = human SIAE inhibitors, primary screen, biochemical, fluorescence polarization, FP-Rh probe, 1536-well HTS | SIAE FP-Rh probe binding | inhibition, % at 9.66 µM | hit rate 0.69% among 370,000 | Sialate O-acetylesterase (Homo sapiens), Q9HAT2;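 active = inhibition above a cutoff: mean of compounds within the control limits plus 3 SD of those, cut at about 17% in these data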;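 also: 0% = plate median of compound wells and 100% = probe without SIAE protein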
PLCb3 inh = human PLC-beta3 inhibitors, primary screen, biochemical, fluorescence; Purified PLC-beta3, fluorogenic substrate; 1-phosphatidylinositol 4,5-bisphosphate phosphodiesterase beta-3 (Homo sapiens), Q01970; inhibition, % at 12.2 µM; hit rate 0.18% among 370,000; in the data active = inhibition above about 11%;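 also: 0% = median of compound wells on plate and 100% = full blocker control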
Target sequence (Q01970 whole entry, looked up): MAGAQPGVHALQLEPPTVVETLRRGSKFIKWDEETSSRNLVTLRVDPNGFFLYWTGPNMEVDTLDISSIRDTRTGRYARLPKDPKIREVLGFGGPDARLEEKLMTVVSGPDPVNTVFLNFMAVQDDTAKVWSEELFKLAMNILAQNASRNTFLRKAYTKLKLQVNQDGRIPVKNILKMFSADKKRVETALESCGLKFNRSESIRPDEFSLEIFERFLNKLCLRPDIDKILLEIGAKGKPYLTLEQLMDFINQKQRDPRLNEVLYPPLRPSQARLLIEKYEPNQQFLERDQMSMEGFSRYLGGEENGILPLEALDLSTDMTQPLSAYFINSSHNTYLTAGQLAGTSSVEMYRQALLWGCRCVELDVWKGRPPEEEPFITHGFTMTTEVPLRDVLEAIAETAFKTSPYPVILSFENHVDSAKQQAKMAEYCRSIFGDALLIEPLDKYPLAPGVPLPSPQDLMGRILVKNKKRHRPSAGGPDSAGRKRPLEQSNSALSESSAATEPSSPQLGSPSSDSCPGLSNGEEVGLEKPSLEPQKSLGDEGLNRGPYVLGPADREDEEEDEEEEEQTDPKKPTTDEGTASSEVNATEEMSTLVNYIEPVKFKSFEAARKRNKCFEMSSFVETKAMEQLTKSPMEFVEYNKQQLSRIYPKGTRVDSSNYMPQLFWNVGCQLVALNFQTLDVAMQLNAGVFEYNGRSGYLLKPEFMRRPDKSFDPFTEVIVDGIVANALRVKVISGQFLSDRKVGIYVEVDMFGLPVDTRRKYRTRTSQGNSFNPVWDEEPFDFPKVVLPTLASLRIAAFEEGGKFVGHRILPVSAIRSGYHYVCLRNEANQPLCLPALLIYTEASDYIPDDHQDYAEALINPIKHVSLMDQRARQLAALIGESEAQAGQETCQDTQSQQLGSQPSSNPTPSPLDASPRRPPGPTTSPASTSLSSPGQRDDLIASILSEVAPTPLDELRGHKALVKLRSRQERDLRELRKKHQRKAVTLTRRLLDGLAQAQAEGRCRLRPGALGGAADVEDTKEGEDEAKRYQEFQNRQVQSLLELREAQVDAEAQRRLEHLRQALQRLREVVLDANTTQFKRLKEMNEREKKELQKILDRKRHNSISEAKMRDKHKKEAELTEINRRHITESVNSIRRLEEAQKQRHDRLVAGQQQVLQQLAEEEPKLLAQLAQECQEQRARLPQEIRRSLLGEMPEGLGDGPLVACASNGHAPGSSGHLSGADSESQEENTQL
ADAM17 inh = ADAM17 inhibitors, primary screen, biochemical, QFRET; recombinant ADAM17, EDANS/DABCYL FRET peptide cleavage; inhibition, % at 6.95 µM; hit rate 0.83% among 370,000; AID 720648, 2013;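 active = inhibition above the mean of compounds lying between control limits plus 3 SD, set per campaign, cut at about 8.5% in these data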;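 also: 0% = DMSO-only wells as the low control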
DDE Tn6 FP inh = inhibitors of Tn6 peptide binding to fibrin DD(E), primary screen, biochemical, fluorescence polarization, human fibrin, Tn6 probe | Fibrinogen beta chain (Homo sapiens), P02675 | Fibrin DD(E) TRITC-Tn6 fluorescence polarization displacement | inhibition, % at 8.3 µM | hit rate 0.21% among 370,000;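 active = inhibition above a per-campaign cutoff: mean of compounds within control limits plus 3 SD, cut at about 15% in these data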;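 also: 0% = median of all compound wells on the plate and 100% = blocking peptide control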
* marks the source's active call; other numbers are inactive results; i = inactive; . = no result given.

SMILES	TDP2 absorb	PLCg1 inh	Tn7 DDE FP	ASAP1 inh	ADAM10 inh	ARFGAP1 inhibitor	SIAE inh	PLCb3 inh	ADAM17 inh	DDE Tn6 FP inh
O=C(CSc1nnc(-c2cccs2)n1C1CC1)NC1CCS(=O)(=O)C1 (stereo not drawn)	6	0	1	-9	-10	5	3	-4	-4	9
Cc1cc(O)ccc1Nc1nc(-c2cccnc2)cs1	13	2	3	11	8	7	-1	-10	-5	0
COc1ccc(C(=O)OCC(=O)Nc2ccc(Cl)c(C(F)(F)F)c2)c(OC)c1OC	2	0	0	-5	20*	-3	-27	0	8.7*	1
CCOc1ccc(-c2nn(-c3ccccc3)cc2/C=C2\SC(N)=NC2=O)cc1C	-5	-2	-3	-1	0	4	-22	-5	0	2
CC(=O)Nc1nc(COc2ccccc2)cs1	-2	5	0	1	8	-2	2	7	3	-5
C[C@H](NC(=O)Nc1ccc2c(c1)OCCO2)C(=O)O	3	2	-3	5	-7	1	-1	-3	-4	-4
CSc1ccc(/C=N/Nc2nc(C)cc(C)n2)cc1	6	0	-3	-6	-6	-15	1	-6	0	-2
C#CCN1CCc2onc(-c3ccc(Br)cc3)c2C1=O	-1	3	-4	-4	5	8	-7	3	2	-2
Cc1ccnc(NC(=O)c2cccc(S(=O)(=O)N3CCN(c4ccc(F)cc4)CC3)c2)c1	12	3	3	-2	11	-20	0	-4	2	-6
C/C(=N\NC(=O)CC1N=C(Cc2ccccc2)NNC1=O)c1ccncc1 (stereo not drawn)	-10	1	-4	-12	-4	3	7	3	-4	-1
CN(c1ccccc1)S(=O)(=O)c1cccc(NC(=O)Cc2c(F)cccc2Cl)c1	9	3	-3	-1	13	-1	-18	-2	8	5
COc1ccc(NC(=O)COC(=O)[C@@H]2CCCN2S(=O)(=O)c2ccccc2F)c(OC)c1	-14	-1	-3	8	-2	0	3	-1	-3	1
O=c1[nH]c(=O)n(Cc2ccccc2)c2nc(-c3cccs3)n(CCO)c12	1	-68	-2	-5	-246	15	6	-102	-95	0
CNC(=O)C1CCN(S(=O)(=O)c2c(C)noc2/C=C/c2ccccc2F)CC1	-2	-1	-6	-1	-13	2	-1	-1	3	4
O=C1CC2(CCCCC2)CC(=O)N1CCc1ccccc1	0	5	6	2	-5	0	0	-3	-9	-4
COc1ccccc1N1CCN(c2ccc3c(c2)S(=O)(=O)c2cccc(C(=O)NCc4cccc(F)c4)c2C3=O)CC1	6	-2	-2	0	-6	1	2	-5	-3	2
O=C(NC1CC1)C1=C[C@@H](c2ccccc2)C[C@@H](OCCCCO)O1	-2	-5	4	-3	-1	2	-11	-13	-3	0
COC(=O)[C@]12C[C@H](CC(=O)NCCCCc3ccccc3)C(=O)N(Cc3ccco3)C1=C[C@H](COCc1ccccc1)O[C@@H]2C	-1	-2	6	.	7	.	1	-3	2	3
CC(C)c1nc2c(s1)CCc1onc(-c3ccc(Cl)cc3)c1-2	-7	-2	7	-2	-1	-1	-3	1	-1	7
O=S(=O)(c1cccs1)N1CCC(CO)(Cc2cccc(F)c2)CC1	5	1	10	-6	-2	11	-2	1	3	7
COc1ccccc1CCC(=O)N1CCN(S(=O)(=O)c2cccc(F)c2)CC1	2	-3	0	5	-6	4	2	3	0	3
CC1(C)OC(C)(C)/C(=C\c2ccccc2[N+](=O)[O-])C1=O	-7	2	0	4	0	-8	-2	-3	-2	-3
Cc1ccc(C(=O)Oc2ccc([N+](=O)[O-])cc2)cc1S(=O)(=O)N1CCCCCC1	7	2	9	1	9	3	7	5	-1	-1
COc1ccc(-c2noc(CSc3nc(N)c(-c4ccccc4)c(=O)[nH]3)n2)cc1	-2	-2	0	20	-1	-2	6	0	1	1
CN1CCC(=O)N(CCSc2ccc(Br)cc2)CC1	5	0	3	0	2	-8	3	-1	0	4
CCOc1ncccc1C(=O)OC(C)C(=O)Nc1ccc(CC)cc1 (stereo not drawn)	-13	4	-1	9	7	13	-7	8	2	-6
O=S(=O)(c1ccc2nc(SCc3ccc(Cl)cc3)[nH]c2c1)N1CCOCC1	10	1	-3	2	10	20	-41	-1	2	-2
CCn1c(/C=C2/C(=O)N(C)c3ccccc32)nc2ccccc2c1=O	-3	3	2	-1	0	10	8	2	-1	5
O=C1COc2ccc(C(=O)COC(=O)c3cc(S(=O)(=O)NCc4ccccc4)ccc3O)cc2N1	9	0	1	0	-4	3	-18	-5	-3	9
COc1cc(C2C(C(=O)Nc3ccccc3OC)=C(C)Nc3ncnn32)ccc1O (stereo not drawn)	-10	5	0	2	5	-5	1	4	-3	-6

Another view of part of the listing above.
Second line of a record – TDP2 absorb	PLCg1 inh	Tn7 DDE FP	ASAP1 inh	ADAM10 inh	ARFGAP1 inhibitor	SIAE inh	PLCb3 inh	ADAM17 inh	DDE Tn6 FP inh
O=S(=O)(c1ccc2nc(SCc3ccc(Cl)cc3)[nH]c2c1)N1CCOCC1
    10	1	-3	2	10	20	-41	-1	2	-2
CCn1c(/C=C2/C(=O)N(C)c3ccccc32)nc2ccccc2c1=O
    -3	3	2	-1	0	10	8	2	-1	5
O=C1COc2ccc(C(=O)COC(=O)c3cc(S(=O)(=O)NCc4ccccc4)ccc3O)cc2N1
    9	0	1	0	-4	3	-18	-5	-3	9

Remaining list, next part
SMILES	TDP2 absorb	PLCg1 inh	Tn7 DDE FP	ASAP1 inh	ADAM10 inh	ARFGAP1 inhibitor	SIAE inh	PLCb3 inh	ADAM17 inh	DDE Tn6 FP inh
Cc1csc(NC(=O)C2CCCO2)n1 (stereo not drawn)	2	3	-2	4	3	15	-5	-4	-5	-6
O=C(Nc1cccc(C(=O)O)c1)/C(=C\c1ccccc1)NC(=O)c1ccccc1	-2	1	8	-13	-2	4	-2	-1	-2	-11
CCNC(=O)NC(=O)C(C)Oc1ccc(C(=O)OC)cc1 (stereo not drawn)	5	1	-3	-12	-1	6	-2	1	0	-4
CN(Cc1ccc(Cl)s1)C(=O)CSc1nnc(C2CC2)n1C1CC1	-1	-2	4	2	-7	-3	4	-3	0	3
Cc1ccc(NC(=O)Cc2nnc(SCC(=O)NC3CCCC3)n2C)cc1C	-2	3	-4	9	-10	8	5	-5	-3	-10
O=C(Nc1cccc([N+](=O)[O-])c1)c1ccc2nc(N3C(=O)CCC3=O)sc2c1	-8	8	-4	12	5	10	-31	3	-1	1
COCCCn1c(=O)/c(=C\c2cccc(OC)c2OC)s/c1=C(/C#N)C(=O)Nc1ccc(C(=O)O)cc1	-9	-5	-2	9	-6	1	-19	-21	-2	3
Cc1cc(C)c(NC(=O)CO/N=C2\CCCc3nonc32)c(C)c1	5	-1	4	-14	-1	5	6	-2	-3	-2
Cc1ccc(-c2nc(CS(=O)(=O)CC(=O)NCc3ccc4c(c3)OCO4)c(C)o2)cc1	-9	3	-8	-4	9	7	-6	-7	-1	1
O=C(CC1CCCC1)N1CCN(S(=O)(=O)c2c(F)cccc2F)CC1	0	3	4	1	-9	-10	0	-2	-2	2
N#Cc1c(NC(=O)COC(=O)C2CC3C=CC2C3)oc(-c2ccccc2)c1-c1ccccc1 (stereo not drawn)	-8	-5	-5	-12	16	-5	-1	-16	8.9*	2
Cc1cc(CN(C)C(=O)CC2C(=O)NCCN2Cc2ccc(-c3ccccc3)cc2)on1 (stereo not drawn)	2	-13	2	-6	-11	3	7	-24	-4	16*
COc1ccc2nc(/C=N/NC(=O)[C@H](CCSC)NC(=O)OC(C)(C)C)ccc2c1	-23	-149	-2	11	i	27*	-12	-215	-361	-12
O=C(O)c1cc(S(=O)(=O)N2CCOCC2)ccc1N1CCCCC1	-9	-4	3	1	-9	-3	2	5	0	-2
COc1cccc(C(=O)CSc2nnc(-c3ccco3)n2CC2CCCO2)c1 (stereo not drawn)	-1	-2	5	-3	-2	-11	2	4	0	6
CN(Cc1ccccc1)C(=O)COC(=O)CCC(=O)c1ccc(F)cc1	-9	2	-4	10	2	0	-4	3	2	5
CC(=O)Nc1ccc(OC(=O)CC2SC(=O)NC2=O)cc1 (stereo not drawn)	0	1	-3	-14	7	3	0	3	0	-2
Cn1c(Cn2c(=O)sc3ccccc32)nnc1SCC(=O)Nc1ccc(Cl)cc1	2	1	8	-27	-16	-13	-5	2	-1	6
O=C1c2ccc(-c3nc4ccccc4o3)cc2C(=O)N1Cc1cccnc1	-6	-15	-1	7	-2	1	-1	-17	-2	4
O=C(Nc1cc(=O)[nH]c2ncnn12)c1ccccc1Cl	1	-8	8	-3	-12	1	-2	-10	-1	-1
CCOC(=O)CN(Cc1sccc1C)C(=O)Nc1ccc(OC)cc1OC	-4	2	7	2	-1	0	-3	1	-1	11
O=C(O)c1cc(S(=O)(=O)Nc2ccc3oc(=O)sc3c2)ccc1O	0	0	-7	-4	9	-7	-2	-3	-1	-1
Cc1ccc(OCC(=O)Nc2nnc(S(=O)(=O)N3CCCCCC3)s2)cc1	1	-2	5	7	-9	-20	6	-3	-3	-11
COC(=O)n1c(SC)nc2ccccc21	-8	3	4	4	3	-9	2	0	-3	12
Cc1ccc(C)c(NC(=O)c2ccc3nccnc3c2)c1	-4	2	-3	11	2	-4	-2	-3	1	0
COC(=O)c1ccc2nc(-c3ccc(OC)c(OC)c3)c(Cc3ccccc3OC)n2c1	5	-149	-1	1	-62	2	-2	-187	-21	5
CCN1CCN(C(=O)NS(=O)(=O)c2ccc(C)cc2)CC1	-3	0	6	-5	-7	-4	1	-9	-5	-3
CCOC(=O)C1CCN(C(=O)Cn2cc(C(=O)c3ccco3)c3ccccc32)CC1	-5	-3	2	5	64*	-3	4	2	-4	4
CCOc1ccc(C(=O)NC2=NCCS2)cc1	-1	-2	0	3	-5	10	-3	-1	-5	4

Screening data deposited in PubChem BioAssay by The Scripps Research Institute Molecular Screening Center.
